D2 PAM: HTS Assay for Positive Allosteric Modulators of the Human D2 Dopamine Receptor: Primary Screen for Potentiators; D(2) dopamine receptor (Homo sapiens), P14416; HEK293 T-REx D2, calcium flux, EC20 dopamine potentiation; potentiation, % at 10 µM; hit rate 0.34% among 340,000; AID 485347, 2010;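 active = potentiation over 3 SD above the plate norm, cut at about 30% in these data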; also: 0% is about no effect
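Calcium flux readout, no-wash dye, 1 read/s. Inducible HEK293 Trex D2 line, overnight 30 C. Compound alone 180 s (agonist flags), then EC20 dopamine, another 180 s to score potentiation.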
D1 antag: Antagonist of Human D 1 Dopamine Receptor: qHTS. D(1A) dopamine receptor (Homo sapiens), P21728. HEK293 TREx D1 cells, calcium flux, dopamine EC80; hits give low values. activity change, negative = inhibition, % at 10 µM. hit rate 3.2% among 360,000. AID 504652, 2011; in the data active = activity change below about -30%; also: % is scaled to controls: 0 for no effect and ±100 for the full control effect
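Tetracycline-induced HEK293 Trex D1 cells, force-coupled to calcium, dye-loaded; compounds added and read 180 s, then EC80 dopamine added and calcium flux tracked kinetically another 180 s.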
D1 agonist: Allosteric Agonists of the Human D1 Dopamine Receptor: qHTS; activation, % at 2 µM; HEK293 T-REx D1 cells, calcium flux, agonist mode; AID 504660, 2011; hit rate 1% among 360,000; D(1A) dopamine receptor (Homo sapiens), P21728; also: 0% is about no effect
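Agonism was scored from calcium flux recorded over 180 s (1 read/s) after pintool compound addition, following a 10-cycle baseline. Cells were inducible force-coupled HEK293 TREx D1, plated overnight at 30 C and loaded with no-wash calcium dye.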
TRHR enhancer: qHTS for Small Molecule Agonists and Allosteric Enhancers of Human TRH Receptor: Primary Screen for Enhancers. Thyrotropin-releasing hormone receptor (Homo sapiens), P34981. TRHR cells, fluo-8 calcium fluorescence, EC20 TRH enhancement. enhancement, % at 2 µM. hit rate 0.66% among 360,000. AID 493056, 2011; in the data active = enhancement above about 30%; also: 0% is about no effect
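TRHR-expressing cells loaded with fluo-8 calcium dye were read kinetically (ex 480/em 530) during compound addition, then stimulated with an EC20 of TRH (10 nM final). Enhancement of the Gq-mediated intracellular calcium response was scored.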
D2 antagonist: HTS Assay for Allosteric Antagonists of the Human D2 Dopamine Receptor: Primary Screen for Antagonists; D(2) dopamine receptor (Homo sapiens), P14416; HEK293 TREx D2 cells, calcium flux, dopamine EC80; inhibition, % at 10 µM; hit rate 2% among 340,000; in the data active = inhibition above about 30%; also: 0% is about no effect
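In this primary screen, negative modulation is detected by tracking calcium flux after an EC80 dopamine challenge in inducible HEK293 T-REx D2 cells preexposed to test compound for 180 s.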
D1 PAM: Potentiators of Human D1 Dopamine Receptor: qHTS; potentiation, % at 10 µM; AID 504651, 2011; D(1A) dopamine receptor (Homo sapiens), P21728; hit rate 0.036% among 360,000; HEK293 TREx D1 cells, calcium flux, dopamine EC20 potentiation; in the data active = potentiation above about 30%; also: 0% is about no effect
TRHR ag: qHTS for Small Molecule Agonists and Allosteric Enhancers of Human TRH Receptor: Primary Screen for Agonists; Thyrotropin-releasing hormone receptor (Homo sapiens), P34981; activation, % at 2 µM; AID 493084, 2011; TRHR cells, calcium flux fluo-8, FDSS agonist mode; hit rate 0.18% among 360,000; also: 0% is about no effect
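In this calcium-flux screen, cells bearing human TRHR are dye-loaded with fluo-8, baselined for 10 cycles, then exposed to library compounds; positive kinetic calcium responses during the agonist phase mark hits, with TRH as control.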
RXFP1 antagonist: qHTS Assay for Antagonists of the Relaxin Receptor RXFP1 | Relaxin receptor 1 (Homo sapiens), Q9HBX9 | HEK293-RXFP1, relaxin-stimulated cAMP HTRF, 30 min; hits give low values | activity change, negative = inhibition, % at 57.5 µM | hit rate 0.59% among 350,000 | AID 1259400, 2018;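 active = activity change of -60% or lower, but not beyond a set lower limit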; also: % is scaled to controls: 0 for no effect and ±100 for the full control effect
Target sequence (Q9HBX9 whole entry, looked up): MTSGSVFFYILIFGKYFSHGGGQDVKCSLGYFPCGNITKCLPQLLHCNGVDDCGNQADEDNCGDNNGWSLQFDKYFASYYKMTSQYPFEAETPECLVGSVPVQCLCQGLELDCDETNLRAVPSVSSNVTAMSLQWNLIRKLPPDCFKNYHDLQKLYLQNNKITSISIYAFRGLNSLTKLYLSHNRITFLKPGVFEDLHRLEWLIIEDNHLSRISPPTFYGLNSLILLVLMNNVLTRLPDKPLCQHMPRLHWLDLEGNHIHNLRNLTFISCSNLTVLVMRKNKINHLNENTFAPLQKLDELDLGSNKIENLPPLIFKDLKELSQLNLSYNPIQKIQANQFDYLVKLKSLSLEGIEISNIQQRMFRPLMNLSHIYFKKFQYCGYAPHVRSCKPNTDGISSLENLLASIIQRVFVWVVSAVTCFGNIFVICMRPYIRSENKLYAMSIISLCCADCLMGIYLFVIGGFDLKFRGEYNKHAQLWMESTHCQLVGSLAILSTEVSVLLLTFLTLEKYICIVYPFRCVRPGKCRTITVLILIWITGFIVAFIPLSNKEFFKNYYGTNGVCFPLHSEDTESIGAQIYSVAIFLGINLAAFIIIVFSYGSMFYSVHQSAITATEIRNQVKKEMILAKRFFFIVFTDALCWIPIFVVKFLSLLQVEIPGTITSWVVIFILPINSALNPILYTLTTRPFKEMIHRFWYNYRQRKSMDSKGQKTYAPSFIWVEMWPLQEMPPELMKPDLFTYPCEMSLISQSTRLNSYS
D2 ag: HTS Assay for Allosteric Agonists of the Human D2 Dopamine Receptor: Primary Screen for Agonists. hit rate 0.53% among 340,000. HEK293 T-REx D2 cells, calcium flux agonist mode. D(2) dopamine receptor (Homo sapiens), P14416. activation, % at 2 µM;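 active = activation over 3 SD above normal in the single-dose calcium agonist read, cut at about 30% in these data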; also: 0% is about no effect
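Tetracycline-induced HEK293 T-REx cells with force-coupled D2 receptor, plated overnight at 30 C, loaded with no-wash calcium dye. After a 10 s baseline, compound was pin-added and calcium flux read kinetically for 180 s; calcium rises flagged agonists.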
* marks the source's active call; other numbers are inactive results; · = no result given; & = joins results of further samples. Rule as the data show it, unless noted: active = activation above about 30%; inactive = the rest.

Short keys – A = D2 PAM; B = D1 antag; C = D1 agonist; D = TRHR enhancer; E = D2 antagonist; F = D1 PAM; G = TRHR ag; H = RXFP1 antagonist; I = D2 ag
CCOc1ccc(N(CC(=O)NCc2ccccc2)S(C)(=O)=O)cc1
  A: -5 | B: -7 | C: 0 | D: -1 | E: -3 | F: -4 | G: -0.6 | H: 3 | I: -1.2

Cc1ccc(C(=O)NCc2cccs2)cc1S(=O)(=O)N1CCCCC1
  A: -5 | B: -19 | C: 3 | D: -10 | E: -9 | F: -6 | G: -0.5 | H: 0 | I: -0.5

O=C(NCCN1CCOCC1)c1ccc(Cl)cc1O
  A: 2 | B: 2 | C: 8 | D: 3 | E: -4 | F: · | G: -0.7 | H: 7 | I: 0.2

O=C(O)c1cnc2[nH]c3ccccc3n2c1=O
  A: -3 | B: -5 | C: 4 | D: 2 | E: -10 | F: -3 | G: 0.9 | H: -3 | I: -0.2

CCOc1ccc(C(C)C)cc1S(=O)(=O)N1CCN(C(=O)c2ccco2)CC1
  A: 7 | B: 6 | C: 2 | D: -9 | E: -11 | F: -11 | G: -0.7 | H: 3 | I: 0.3

Cc1cccc(NC(=S)NCc2cccn2C)c1
  A: 17 | B: -25 | C: 7 | D: -2 | E: -5 | F: -4 | G: -0.3 | H: -16 | I: 0.1

CCC(=O)Nc1nc2ccccc2n1Cc1ccc(C)cc1
  A: 8 | B: -8 | C: 2 | D: -8 | E: 10 | F: -4 | G: -0.1 | H: -1 | I: 0.1

Cc1cc(C(=O)CSc2nnc(N)s2)c(C)n1Cc1cccs1
  A: · | B: -39* | C: 9 | D: -5 | E: · | F: -7 | G: 0.0 | H: -8 | I: ·

O=C(COc1ccc(Cl)cc1Br)Nc1nnc(C2CC2)s1
  A: -4 | B: 12 | C: 9 | D: 4 | E: 3 | F: 2 | G: 0.8 | H: 12 | I: -0.4

COc1ccc(CNC(=O)COC(=O)c2n[nH]c3ccccc23)cc1
  A: -8 | B: -6 | C: 2 | D: 0 | E: 1 | F: 5 | G: -0.4 | H: -6 | I: 0.7

Two compounds picked at random from those above:
Short keys – A = D2 PAM; B = D1 antag; C = D1 agonist; D = TRHR enhancer; E = D2 antagonist; F = D1 PAM; G = TRHR ag; H = RXFP1 antagonist; I = D2 ag
CCC(=O)Nc1nc2ccccc2n1Cc1ccc(C)cc1
  A: 8 | B: -8 | C: 2 | D: -8 | E: 10 | F: -4 | G: -0.1 | H: -1 | I: 0.1

O=C(COc1ccc(Cl)cc1Br)Nc1nnc(C2CC2)s1
  A: -4 | B: 12 | C: 9 | D: 4 | E: 3 | F: 2 | G: 0.8 | H: 12 | I: -0.4

Carrying on:
Short keys – A = D2 PAM; B = D1 antag; C = D1 agonist; D = TRHR enhancer; E = D2 antagonist; F = D1 PAM; G = TRHR ag; H = RXFP1 antagonist; I = D2 ag
O=C(N/N=C/c1coc2ccc(Cl)cc2c1=O)c1ccncc1
  A: -11 | B: 5 | C: 3 | D: -1 | E: 4 | F: 0 | G: -0.1 | H: -2 | I: -0.7

COc1ccc2[nH]c(=O)c(CN(Cc3ccco3)C(c3nnnn3Cc3ccccc3)C(C)C)cc2c1 (stereo not drawn)
  A: 9 | B: 17 | C: 2 | D: 0 | E: 2 | F: 7 | G: -0.5 | H: -1 | I: -0.1

CCCCOC1CC(c2ccc(OCc3ccc(OC)cc3)c(OC)c2)N(C)O1 (stereo not drawn)
  A: 10 | B: 6 | C: 2 | D: -3 | E: -10 | F: -1 | G: 0.3 | H: -7 | I: -1.2

COc1ccc(-c2csc3ncnc(N4CCN(c5ccccc5[N+](=O)[O-])CC4)c23)cc1
  A: 7 | B: -12 | C: 3 | D: -6 | E: -4 | F: -6 | G: 1.5 | H: -5 | I: 1.1

CCCC(C(=O)OCC)P(=O)(c1ccccc1)c1ccccc1 (stereo not drawn)
  A: 2 | B: -7 | C: 1 | D: 3 | E: 5 | F: 7 | G: -0.2 | H: 4 | I: 0.9

CCCc1cc(=O)[nH]c(SCC(=O)Nc2cc3c(cc2C(C)=O)OCO3)n1
  A: 5 | B: -4 | C: 0 | D: 11 | E: -16 | F: 5 | G: -0.5 | H: -2 | I: -0.1

CC(=O)c1ccc(S(=O)(=O)N2CCN(C(=O)c3ccc(N)c([N+](=O)[O-])c3)CC2)cc1
  A: 6 | B: -7 | C: 1 | D: 0 | E: 3 | F: 1 | G: -0.4 | H: -8 | I: 0.4

N#Cc1c(N)nc2c3c(sc(=N)c2c1N)NC(=O)CC3c1ccccc1 (stereo not drawn)
  A: 2 | B: -35* | C: -1 | D: -4 | E: -25 | F: -3 | G: -0.8 | H: 4 | I: 0.9

CCN(C1=NS(=O)(=O)c2ccccc21)N(CC)S(=O)(=O)c1ccc(C)cc1
  A: -5 | B: -7 | C: -3 | D: -4 | E: 0 | F: 0 | G: -0.5 | H: 4 | I: -1.8

O=C(CN1C(=O)NC2(CCc3ccccc32)C1=O)Nc1cccc(F)c1 (stereo not drawn)
  A: -14 | B: -1 | C: 2 | D: -4 | E: -2 | F: -10 | G: -0.3 | H: -3 | I: 0.0

O=c1[nH]c2ccccc2n2c(C(F)(F)F)nnc12
  A: 0 | B: 5 | C: 0 | D: -2 | E: 11 | F: 4 | G: 1.1 | H: 2 | I: 0.3

Cc1cccc(OCCOC(=O)Nc2ccccc2)c1
  A: 0 | B: -6 | C: 2 | D: 1 | E: 11 | F: 3 | G: 0.4 | H: -6 | I: 0.2

O=C(NC1CCCCNC1=O)c1ccco1 (stereo not drawn)
  A: 6 | B: 2 | C: 1 | D: -2 | E: 16 | F: -1 | G: 0.2 | H: 9 | I: -0.9

COc1ccc(CNC(=O)CS(=O)(=O)c2cccc3nsnc23)cc1
  A: 9 | B: 27 | C: 0 | D: -9 | E: · | F: -2 | G: -0.1 | H: · | I: 0.9

O=C(NCCc1cccs1)C1CC(c2ccccc2[N+](=O)[O-])=NO1 (stereo not drawn)
  A: 7 | B: -1 | C: 1 | D: 2 | E: 8 | F: -4 | G: -0.1 | H: · | I: 0.6

CCOC(=O)c1c(C)[nH]c(C(=O)OCC(=O)NCc2ccc(F)cc2)c1C
  A: -16 | B: 1 | C: 8 | D: -1 | E: 28 | F: · | G: 0.3 | H: 3 | I: 0.4

CCCC(=O)NNC(=O)c1ccoc1C
  A: -20 | B: 6 | C: 1 | D: -5 | E: 12 | F: -5 | G: 0.3 | H: 6 | I: 1.2

COc1ccc(CNC(=O)CC2C(=O)NCCN2C2Cc3ccccc3C2)cc1 (stereo not drawn)
  A: 3 | B: 0 | C: 1 | D: -5 | E: 17 | F: 2 | G: 0.5 | H: -15 | I: 0.5

CCOc1ccc(-c2nnc(-c3cccnc3)o2)cc1OCC
  A: -2 | B: 2 | C: 1 | D: 5 | E: 10 | F: 5 | G: 0.1 | H: 1 | I: 0.5

Cc1ccc(N(CC(=O)NC2CCCC2)C(=O)CNC(=O)c2cccs2)c(C)c1
  A: · | B: 31 | C: 2 | D: 3 | E: -1 | F: -6 | G: 0.0 | H: -20 | I: 5.5

Sorted by value in D1 agonist (high to low): 4 from the list above.
| Compound | D2 PAM | D1 antag | D1 agonist | TRHR enhancer | D2 antagonist | D1 PAM | TRHR ag | RXFP1 antagonist |
| --- | --- | --- | --- | --- | --- | --- | --- | --- |
| CCOC(=O)c1c(C)[nH]c(C(=O)OCC(=O)NCc2ccc(F)cc2)c1C | -16 | 1 | 8 | -1 | 28 | · | 0.3 | 3 |
| Cc1ccc(N(CC(=O)NC2CCCC2)C(=O)CNC(=O)c2cccs2)c(C)c1 | · | 31 | 2 | 3 | -1 | -6 | 0.0 | -20 |
| O=C(NC1CCCCNC1=O)c1ccco1 (stereo not drawn) | 6 | 2 | 1 | -2 | 16 | -1 | 0.2 | 9 |
| COc1ccc(CNC(=O)CS(=O)(=O)c2cccc3nsnc23)cc1 | 9 | 27 | 0 | -9 | · | -2 | -0.1 | · |

The list goes on.
Compound | D2 PAM | D1 antag | D1 agonist | TRHR enhancer | D2 antagonist | D1 PAM | TRHR ag | RXFP1 antagonist | D2 ag
Cc1c(OC(C)C(=O)NCCCN2CCOCC2)ccc2c3c(c(=O)oc12)CCCC3 (stereo not drawn) | -11 | 2 | 2 | 6 | -4 | -1 | 0.6 | 16 | 0.2
COc1cccc2[nH]c3c(N4CCCC(C)C4)ncnc3c12 (stereo not drawn) | 1 | 2 | 5 | 4 | 0 | -1 | -0.4 | -7 | 0.2
CCNc1nc(N)nc(-c2cc(Cl)ccc2O)n1 | 2 | 1 | 1 | 6 | -12 | -2 | -0.3 | 2 | 24
Cc1ccc(C)c(N2CCN(S(=O)(=O)c3ccc4c(c3)CC(=O)N4C)CC2)c1 | -4&-7 | -20&-5 | 2&-1 | -8&-4 | -3 | -8&-3 | -0.4&-0.6 | 7&-6 | 0.2&-0.7
Nc1c(Cl)ncnc1N/N=C/c1ccnc2ccccc12 | 5 | -1 | 2 | 0 | 22 | -3 | 0.8 | 4 | 0.6
Cc1ccc(C)c(OCc2cc(C(=O)N(C)Cc3nccn3C)no2)c1 | -3 | -16 | 14 | -10 | 3 | -8 | -0.6 | -2 | 35*
Cc1ccc(S(=O)(=O)NC2CCCc3ccccc32)cc1C (stereo not drawn) | -6 | -14 | 0 | -4 | 2 | 0 | -0.5 | -4 | -1.0
Cc1ccc(NC(=O)CCS(=O)(=O)c2ccc3nc(C)sc3c2)c(C)c1 | 4 | 2 | 0 | 8 | · | -2 | 0.0 | -5 | 0.1
Cc1cc(C(=O)NNC(=O)c2cccc(S(=O)(=O)N3CCOCC3)c2)c2ccccc2n1 | 9 | 15 | 0 | 4 | 13 | -1 | -0.6 | 3 | -0.4
COCCn1c(SCC(=O)c2ccc3c(c2)OCCO3)nnc1-c1ccco1 | · | -3 | 2 | -1 | · | -3 | -0.6 | 2 | ·
CCOC(=O)c1ccsc1NC(=O)CCS(=O)(=O)c1ccccc1 | 7 | -12 | 1 | 18 | -1 | 0 | -1.7 | -4 | -1.2
Cc1ccc(S(=O)(=O)N2CCN(C(=O)CCC(=O)NCCc3ccc(S(N)(=O)=O)cc3)CC2)c(C)c1 | 7 | 8 | 5 | -1 | -6 | -3 | -0.2 | -8 | -0.6
COCCCn1c(SCC(=O)NC2CCCC2)nnc1-c1ccco1 | 5 | 3 | 0 | 1 | 3 | -4 | 1.8 | 0 | -1.4
CCOC(=O)c1ccc(N2C(=O)C(CC(N)=O)N(CCc3ccc(OC)c(OC)c3)C2=S)cc1 (stereo not drawn) | · | 5 | 0 | 14 | · | 3 | -0.2 | 2 | ·
